Compound activity from PubChem.
IDE inh – inhibitors of human insulin-degrading enzyme in cells; inhibition, % at 5.59 µM; HEK cells, FAbetaB cleavage, fluorescence polarization; 0.41% of 320,000 active; P14735;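 active = percent inhibition above the average of all tested compounds plus 3 SD, set per screening campaign, cut at about 16% in these data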;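 also: IDE supplied by intact live HEK cells; FP after avidin binding of uncleaved biotin substrate so inhibition keeps polarization high; 0% = DMSO wells and 100% = 60 µM reference IDE inhibitor Ii1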
Target sequence (P14735 whole entry, looked up): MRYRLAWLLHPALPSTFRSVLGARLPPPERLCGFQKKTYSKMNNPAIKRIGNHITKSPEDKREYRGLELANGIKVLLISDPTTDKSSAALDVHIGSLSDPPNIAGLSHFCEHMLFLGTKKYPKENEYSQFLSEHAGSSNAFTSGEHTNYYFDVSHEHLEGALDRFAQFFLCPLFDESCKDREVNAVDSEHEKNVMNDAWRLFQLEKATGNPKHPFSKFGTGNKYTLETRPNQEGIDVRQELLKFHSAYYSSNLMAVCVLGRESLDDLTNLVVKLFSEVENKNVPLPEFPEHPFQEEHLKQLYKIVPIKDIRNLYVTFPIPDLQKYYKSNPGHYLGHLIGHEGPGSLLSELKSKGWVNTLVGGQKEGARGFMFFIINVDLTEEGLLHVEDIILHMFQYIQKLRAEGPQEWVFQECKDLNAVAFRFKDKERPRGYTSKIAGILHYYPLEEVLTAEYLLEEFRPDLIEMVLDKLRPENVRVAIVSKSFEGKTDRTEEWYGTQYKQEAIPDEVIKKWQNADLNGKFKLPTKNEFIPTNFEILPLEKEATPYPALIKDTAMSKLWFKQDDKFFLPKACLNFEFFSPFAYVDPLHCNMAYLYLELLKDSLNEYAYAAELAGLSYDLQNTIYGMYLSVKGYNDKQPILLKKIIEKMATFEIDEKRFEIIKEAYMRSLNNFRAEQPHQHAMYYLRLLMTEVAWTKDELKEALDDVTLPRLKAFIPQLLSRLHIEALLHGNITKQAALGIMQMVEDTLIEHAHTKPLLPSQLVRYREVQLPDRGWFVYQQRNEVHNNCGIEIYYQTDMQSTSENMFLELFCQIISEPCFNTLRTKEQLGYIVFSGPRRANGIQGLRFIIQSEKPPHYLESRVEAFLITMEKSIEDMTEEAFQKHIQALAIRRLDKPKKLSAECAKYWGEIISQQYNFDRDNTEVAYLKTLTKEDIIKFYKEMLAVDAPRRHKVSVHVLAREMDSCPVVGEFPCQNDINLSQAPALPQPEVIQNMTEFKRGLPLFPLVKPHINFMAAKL
IDE cell activ – activators of human insulin-degrading enzyme in cells; AID 493087; P14735; activation, % at 5.96 µM; HEK cells, FAbeta-B cleavage, fluorescence polarization; 0% vehicle, 100% cell-free pure enzyme wells; 0.073% of 340,000 active;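 active = activation above the mean of all tested compounds plus 3 SD, set per screening campaign, cut at about 17% in these data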
* marks the source's active call; other numbers are inactive results. The list is partial (hit frequency here may not be typical).

compound	IDE cell activ	IDE inh
Cc1ccc(S(=O)(=O)N2CCOC23CCN(S(=O)(=O)c2c(C)cc(C)cc2C)CC3)cc1	-4	9
Cc1ccc(S(=O)(=O)N(CC(=O)Nc2ccc(F)cc2)C(=O)N2CCN(C)CC2)cc1	-2	2
Cc1ccc(S(=O)(=O)N(C)c2ccc(OC(=O)c3cc(=O)[nH]c4ccccc34)cc2)cc1	1	7
Cc1ccc(SCC(=O)OCC(=O)NCCc2ccccc2)cc1	5	2
COc1ccc(OC)c(NC(=O)CSc2nc3nc(C)cc(C)n3n2)c1	3	-3
COc1ccc2c(c1)C(=O)N1[C@H]3c4cc(OC)ccc4OC[C@@H]3[C@H](c3ccccc3)[C@]1(C)C(=O)N2	-2	2
CCc1ccc(OC)c(S(=O)(=O)NCc2cccs2)c1	0	3
Cc1ccc(S(=O)(=O)NC(CC(C)C)C(=O)NCC(c2ccco2)N2CCCCC2)cc1 (stereo unspecified)	13	-4
CCN1C(=O)[C@@H]2[C@@H](c3ccc(SC4CCCCC4)cc3)N3CCC[C@@]3(C(=O)OC)[C@@H]2C1=O	-1	1
O=C(NCCCN1CCCC1=O)c1cc(-c2ccc(F)cc2)nc2ccccc12	8	4
COc1ccc(C(=O)COC(=O)C(CCSC)NC(=O)COc2ccccc2)cc1 (stereo unspecified)	-2	-4
CCOc1ccc(NC(=O)CN(C)C(=O)c2ccccc2SCC(=O)N2CCCC2)cc1OCC	4	0
COc1ccc(C(=O)OCC(=O)c2ccc[nH]2)c(OC)c1	8	3
CC(C)CN(C(=O)COC(=O)c1ccccc1NCc1ccco1)c1c(N)n(Cc2ccccc2)c(=O)[nH]c1=O	0	-1
O=S(=O)(NCC(c1ccc2c(c1)OCO2)N1CCN(c2ccccc2)CC1)c1ccccc1 (stereo unspecified)	-4	-2
CN(c1ccccc1)S(=O)(=O)c1cccc(NC(=O)Cc2n[nH]c(=O)c3ccccc23)c1	2	0
CC1CCCC(C)N1C(=O)COC(=O)CNC(=O)c1ccc(Cl)cc1Cl (stereo unspecified)	3	4
Cc1cc(OCC(=O)OCC(=O)N(C)Cc2ccccc2C)ccc1Cl	5	-2
CC(Sc1nnc(C(C)Oc2ccccc2F)o1)C(=O)NCc1ccc2c(c1)OCO2 (stereo unspecified)	1	-5
O=C(NCc1cccc(Cl)c1)c1cccc(S(=O)(=O)N2CCCCC2)c1	4	-3
CCCCN(C(=O)c1ccc(C)c(S(=O)(=O)N2CCOCC2)c1)c1c(N)n(CC(C)C)c(=O)[nH]c1=O	-1	-3
COc1ccc(N(CCOc2ccccc2)S(=O)(=O)c2ccccc2)cc1	3	-1
O=C(CNC(=O)c1ccc(Cl)cc1Cl)OCCOc1ccccc1F	3	3
COc1ccc([C@H]2CC(=O)C=C(c3ccc4c(c3)OCO4)C2)cc1OC	3	-4
O=C(Nc1ccccc1)OCC(CN1CCCCC1)OC(=O)Nc1ccccc1 (stereo unspecified)	10	5
CC(Oc1cccc(Cl)c1)C(=O)NNC(=O)c1cccnc1 (stereo unspecified)	6	-1
COc1ccc(/C=C/C(=O)OCC(=O)Nc2ncc(Cl)cc2Cl)cc1	1	2
CC(Oc1ccccc1F)c1nnc(SCC(=O)N(c2ccccc2)C2CCS(=O)(=O)C2)o1 (stereo unspecified)	8	2
O=C(CN1C(=O)NC2(CCCC2)C1=O)N1CCN(c2cccc(C(F)(F)F)c2)CC1	-1	-3
C[C@H](CO)N1C[C@H](C)[C@@H](CN(C)CC2CCCCC2)Oc2ccc(NS(C)(=O)=O)cc2C1=O	-3	-1

Random excerpt: 6 compounds from above, in no set order.
compound	IDE cell activ	IDE inh
CN(c1ccccc1)S(=O)(=O)c1cccc(NC(=O)Cc2n[nH]c(=O)c3ccccc23)c1	2	0
CC(C)CN(C(=O)COC(=O)c1ccccc1NCc1ccco1)c1c(N)n(Cc2ccccc2)c(=O)[nH]c1=O	0	-1
Cc1ccc(SCC(=O)OCC(=O)NCCc2ccccc2)cc1	5	2
Cc1ccc(S(=O)(=O)N(C)c2ccc(OC(=O)c3cc(=O)[nH]c4ccccc34)cc2)cc1	1	7
CCCCN(C(=O)c1ccc(C)c(S(=O)(=O)N2CCOCC2)c1)c1c(N)n(CC(C)C)c(=O)[nH]c1=O	-1	-3
O=C(CN1C(=O)NC2(CCCC2)C1=O)N1CCN(c2cccc(C(F)(F)F)c2)CC1	-1	-3

The list goes on.
compound	IDE cell activ	IDE inh
O=C(Oc1ccccc1Cl)C1CCN(C(=O)c2ccc(F)cc2)CC1	4	0
O=C(CN1C(=O)NC2(CCCCCC2)C1=O)Nc1ccc(Cl)cc1Cl	1	-2
CC(C)Nc1nnc(SC(C)C(=O)N(C)C2CCCCC2)s1 (stereo unspecified)	1	2
O=C(CC1CC2CCC1C2)N1CCN(S(=O)(=O)c2ccccc2C(F)(F)F)CC1 (stereo unspecified)	5	-1
COc1ccccc1CN(C)C(=O)CSCC(=O)Nc1ccccc1F	0	10
Cc1nc(-c2ccc(Cl)cc2)sc1C1(C)CC(c2ccc(Cl)cc2)=NO1 (stereo unspecified)	1	-1
Cc1ccc(C(=O)N2CCCC(C(F)(F)F)C2)cc1S(=O)(=O)N1CCCCC1 (stereo unspecified)	9	7
CC1CCN(C(=O)Cn2cc(C(F)(F)F)ccc2=O)c2ccccc2S1 (stereo unspecified)	2	3
CCCNc1nc(-c2cc(C(=O)Nc3ccccc3)on2)cc(C(C)C)n1	1	0
Cc1cccc(C(=O)NCC(=O)OCC(=O)N(C)CC(=O)Nc2ccccc2Cl)c1	3	2
CCOC(=O)C1CCN(C(=O)COC(=O)CSc2ccccc2C)CC1	2	10
COc1cccc(NC(=O)C(C)(C)C)c1	2	-1
C=CCN(CC(=O)Nc1cccnc1)S(=O)(=O)c1ccc(Cl)cc1	8	4
Cc1ccc(CNC(=O)c2cc(S(=O)(=O)N3CCCCC3)ccc2N2CCOCC2)cc1	-3	-1
O=C(COC(=O)c1cccnc1Cl)NC1CCCc2ccccc21 (stereo unspecified)	4	-5
COc1ccccc1CNC(=O)COC(=O)c1ccc([N+](=O)[O-])o1	5	-4
O=C(CCNS(=O)(=O)c1ccccc1C(F)(F)F)NCC(c1ccco1)N1CCCCC1 (stereo unspecified)	-1	-4
Cc1csc(NC(=O)CSCc2c(C)noc2C)n1	6	1
O=C(OCc1c(-c2ccccc2)ncc2ccccc12)c1ccc(C(F)(F)F)cc1	2	2
O=C(CSc1nc2ccccc2c(=O)n1-c1ccccc1F)N1CCOCC1	-4	7
CCOC(=O)c1ccc(NS(=O)(=O)c2c(N)n(C)c(=O)n(C)c2=O)cc1	-1	3
O=C(NCC(c1cccs1)N1CCc2ccccc21)c1ccccc1 (stereo unspecified)	5	3
FC(F)(F)c1ccccc1-n1ccnc1	5	4
COc1ccc(C(=O)n2cnc3ccccc32)cc1Br	1	-2
CSc1ccc(/C=C/C(=O)OCC(=O)NC2CC2)cc1	-6	3
CCN(C(=O)CN1C(=O)c2ccc([N+](=O)[O-])cc2C1=O)C1CCS(=O)(=O)C1 (stereo unspecified)	1	2
COc1ccc(-c2c(-c3cc(OC)cc(OC)c3)n(C)c3ccc(-c4cnc(N)nc4)cc23)cc1	2	-3
CCN(c1ccccc1)S(=O)(=O)c1ccc(C(=O)N2CCN(c3ccccc3)CC2)cc1	2	8
CC(C)=CCc1cc(-c2oc3cc(O)cc(O)c3c(=O)c2O)ccc1O	-1	10
COc1cc(OC)cc(-c2c(C#Cc3ccsc3)c3cc(-c4cnc(OC)nc4)ccc3n2C)c1	-5	-2
CN(C(=O)COC(=O)CNC(=O)C1CCCCC1)c1ccccc1	4	-7
O=C(NNC(=O)c1ccc(Br)s1)c1ccc(F)c(S(=O)(=O)N2CCOCC2)c1	3	6
CCN1CCN(C(=O)N[C@@H](C(=O)N[C@@H]2C(=O)N3C(C(=O)O)=C(CSc4nnnn4C)CS[C@H]23)c2ccc(O)cc2)C(=O)C1=O	-8	-3
CCOC(=O)c1ccccc1NC(=O)COC(=O)CCCOc1ccccc1	-1	-2
Cc1nc(N)c2c(Cc3cccc4ccccc34)nn(C(C)(C)C)c2n1	-1	4
CSc1ccc(S(=O)(=O)NCC(=O)OCC(=O)NCCc2ccccc2)cc1[N+](=O)[O-]	8	0
COc1ccc(N2CCN(C(=O)COC(=O)c3cccc(S(=O)(=O)Nc4ccccc4OC)c3)CC2)cc1	-8	13
CC(C)CN(C(=O)C1CCCCC1)C1CCS(=O)(=O)C1 (stereo unspecified)	2	9
COc1cc(/C=C2\SC(=S)N(CCCCC(=O)O)C2=O)ccc1OS(=O)(=O)c1ccc(C)cc1	1	5
CCc1ccc(N2CC(C(=O)NNC(=O)c3ccc(F)cc3)CC2=O)cc1 (stereo unspecified)	-2	4
CCN(CC(=O)Nc1c(F)cccc1F)C(=O)CC1CCCC1	2	9
C=CCN1C(=O)c2ccc(C(=O)N(CC)CC(=O)Nc3cc(Cl)ccc3C)cc2C1=O	2	-3
CN(CC(=O)Nc1ccc(Cl)cc1)C(=O)Cn1[nH]c(=O)c2ccccc2c1=O	4	1
CCOc1ccc(S(=O)(=O)NCCC(=O)NCCCSc2ccccc2)cc1	3	1
CS(=O)(=O)c1cccc(C(=O)OCC(=O)NCc2cccs2)c1	2	-2
CCN(CC(=O)Nc1ccccc1OC)C(=O)CC1CC2CCC1C2 (stereo unspecified)	2	4
COc1cccc(CNC(=O)COC(=O)CCc2cc(OC)c(OC)c(OC)c2)c1	2	5
CCCCCN(C(=O)CCC(=O)OCc1ccc(Cl)cc1Cl)c1c(N)n(CCCC)c(=O)[nH]c1=O	1	-2
Nc1cc(S(=O)(=O)N2CCOCC2)ccc1N1CCCCC1	-6	4
C[C@H]1CC[C@@]2(O[C@H](CCO)C[C@H](O)[C@H]2O)O1	5	-1
CCOc1ccc(OCCC(=O)OCC(=O)NCCc2ccc(S(N)(=O)=O)cc2)cc1	-5	0
COc1cc(C(=O)NCC(c2ccco2)N2CCc3ccccc3C2)cc(OC)c1OC (stereo unspecified)	-1	-2
O=C(NNC(=O)c1cc(-c2ccncc2)nc2ccccc12)c1cccc(Cl)c1	-3	2
CCNc1nc(C#N)nc2c1ncn2-c1cc(F)cc(F)c1	-4	7
COc1ccc(NC(=O)COc2ccc(N(C)S(=O)(=O)c3ccc(Cl)cc3)cc2)cc1OC	7	-1
COc1ccc(NC(=O)CN(C)C(=O)COc2ccccc2Cc2ccccc2)cc1	1	0
CC(=O)Nc1ccc(C(=O)NNC(=O)CCCCC(=O)NNC(=O)c2ccc(NC(C)=O)cc2)cc1	3	1
O=C(Cn1c(=O)cnc2ccccc21)NNC(=O)c1ccc(Cl)cc1	2	0
COC(=O)[C@@]12CCCN1[C@H](c1ccc(-c3cccc(Cl)c3)c(OC)c1)[C@H]1C(=O)N(C)C(=O)[C@H]12	-6	1
Cc1ccc(S(=O)(=O)CCC(=O)OCc2nnc(-c3ccccc3Br)o2)cc1	5	5

An excerpt of these results, with values ahead of the structure:
IDE cell activ	IDE inh	smiles
5	-1	C[C@H]1CC[C@@]2(O[C@H](CCO)C[C@H](O)[C@H]2O)O1
4	-7	CN(C(=O)COC(=O)CNC(=O)C1CCCCC1)c1ccccc1

Additional entries follow:
compound	IDE cell activ	IDE inh
CCN(CC)S(=O)(=O)c1ccc(N2CCOCC2)c(NC(=O)c2[nH]c(C)c(C(C)=O)c2C)c1	0	-3
CS(=O)(=O)c1ccc(C(=O)OCC(=O)Nc2cccnc2Cl)cc1[N+](=O)[O-]	1	6
O=C(CSc1nc2[nH]c(=O)cc(O)c2s1)Nc1ccc(Cl)c(C(F)(F)F)c1	0	7
c1ccc(CSc2nc3ncccn3n2)cc1	2	1
CC1CCN(C(C)C(=O)Nc2cc(S(=O)(=O)N3CCCCC3)ccc2Cl)CC1 (stereo unspecified)	2	-2
O=S(=O)(c1ccc(N2CCN(CCO)CC2)nc1)N1CCOCC1	2	2
CCC(C)c1ccccc1NC(=O)C(C)OC(=O)CN1C(=O)NC(C)(C)C1=O (stereo unspecified)	7	0
CC1CCN(C(=O)COC(=O)c2ccc([N+](=O)[O-])o2)CC1	2	4
C=CC[C@H](CC(=O)N[C@H](CO)Cc1ccccc1)C(=O)N[C@@H](COC(=O)[C@@H](CC=C)CC(=O)OC(C)(C)C)Cc1c[nH]c2ccccc12	5	0
Cc1ccc(C)c(S(=O)(=O)NCC(c2ccco2)N2CCc3ccccc3C2)c1 (stereo unspecified)	-1	3
CN(C(=O)CSc1nnc(-c2ccco2)n1Cc1ccccc1)C1CCS(=O)(=O)C1 (stereo unspecified)	4	-2
COc1cc(-c2noc(C)c2C(=O)NCCCN2CCOCC2)cc(OC)c1OC	2	0
Cc1nc(-c2ccc(Cl)cc2)sc1C1(C)CC(c2ccccc2)=NO1 (stereo unspecified)	5	0
O=C(CCc1nc2ccccc2c(=O)[nH]1)NNC(=O)c1ccc(Cl)cc1	0	-3
O=C(CCN1C(=O)NC2(CCCC2)C1=O)Nc1cccc(S(=O)(=O)N2CCOCC2)c1	4	-3
O=C1C=C(c2cccc3c2Oc2ccccc2S3)C[C@@H](c2ccc(Cl)cc2)C1	1	-3
Cc1cccc([N+](=O)[O-])c1C(=O)O	0	0
CC(=O)c1cc2c(cc1NC(=O)CN(C)S(=O)(=O)c1cccs1)OCO2	5	0
O=C(NCc1ccccc1Cl)c1ccc(S(=O)(=O)N2CCCC2)cc1	2	6
CN(CC(=O)Nc1c(Cl)cccc1Cl)CC(=O)N(C)C1(C#N)CCCCC1	5	2
CC1C(=O)N2CCCc3cc(S(=O)(=O)Nc4ccccc4F)cc1c32 (stereo unspecified)	-3	3
